TAG inh: inhibitors of triacylglycerol accumulation, primary screen, cell-based, uHTS, fluorescence, H9c2. H9c2 cells, Nile Red lipid (TAG) fluorescence; cells loaded with 200 µM oleic acid. inhibition, % at 12.5 µM. actives 0.66% (n = 230,000);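 active = pattern-corrected inhibition of lipid staining of at least 50% with the nuclear-stain viability signal not falling by more than 50%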;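 also: 0% = DMSO wells and 100% = triacsin C control wells; some results filed as inactive read as strong as hits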
TAG inh DAPI viability: second read-out of TAG inh, no call of its own (marks repeat the call); DAPI nuclei signal change (viability), lower = more cytotoxic, %;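 whole-well DAPI fluorescence read on a plate reader as a viability signal; minus 50 percent equals half of cells still viable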
* marks the source's active call; other numbers are inactive results. The list is partial (hit frequency here may not be typical).

item	molecule	TAG inh DAPI viability	TAG inh
1	O=C(COC(=O)c1ccccc1SCC(=O)N1CCCC1)Nc1ccccc1	-2	13
2	CC(C)Cc1cc(C(=O)NCc2cccnc2)no1	0	-1
3	Cc1ccc(C(=O)N(C)Cc2ccccc2)cc1S(=O)(=O)N1CCOCC1	-6	3
4	O=C(Nc1ccc(N2CCOCC2)cc1)c1cccc(S(=O)(=O)N2CCOCC2)c1	7	-12
5	CN1CCN(C(=O)c2cc3ccccc3oc2=O)CC1	2	15
6	CN(C(=O)COc1ccccc1)c1nnc(-c2ccncc2)s1	5	-16
7	COc1ccc(OC)c(NC(=O)CSc2nc(=O)n(Cc3ccccn3)c3c2CCC3)c1	-9	-2
8	Fc1cccc(CCN2CCN=C2Nc2ccccc2)c1	2	6
9	C=CCn1c(CSc2nc3ccccc3s2)nnc1SCC(=O)NCc1ccco1	-7	-5
10	CCNC(=S)N/N=C(\C)c1ccc(Cl)s1	-4	14
11	COc1cccc(C(C#N)NCCCNC(C#N)c2cccc(OC)c2OC)c1OC (configuration not stated)	4	0
12	O=C1C(=O)N(CCCc2ccccc2)c2ccccc21	-16	28
13	CCN(CC(=O)Nc1cc(Cl)ccc1C)C(=O)CSCc1c(C)noc1C	-9	8
14	COc1ccc(CCC(=O)Nc2ccc3c(c2)OCCO3)cc1	19	0
15	CC1(C(=O)Nc2cccc3cccnc23)CCN1Cc1ccccc1OC(F)F (configuration not stated)	-1	-2
16	Cc1cc(C)c[n+](CC(=O)c2ccc(NC(=O)c3ccccc3)cc2)c1	-8	20
17	COc1ccc(C(=O)Nc2ccc3nc(N4CCOCC4)sc3c2)cc1OC	-7	9
18	CN(C)CCCNc1nc(-c2ccccc2)c2c(c1C#N)CC(C)(C)OC2	9	10
19	CCN(C(=O)COC(=O)CCC(=O)c1ccc(Cl)cc1)c1c(N)n(Cc2ccccc2)c(=O)[nH]c1=O	3	-8
20	CCN(CC(=O)Nc1ccc(NC(C)=O)cc1)C(=O)c1oc2c(ccc3ccccc32)c1C	-5	-17
21	Nc1ncc(N=Nc2cc(C(=O)O)ccc2Cl)s1	7	-2
22	Cc1ccc(NC(=S)NC(C)(C)C)c([N+](=O)[O-])c1	6	-7
23	COc1cc(N)c(Cl)cc1C(=O)OCC(=O)NCc1cccs1	0	-3
24	CC(=O)Nc1ccc(NC(=O)C(C)OC(=O)c2ccc3ccccc3n2)cc1 (configuration not stated)	0	10
25	CSC[C@H]1CN(CCc2ccccc2)C(=O)[C@@H]1CC(=O)Nc1ccccc1	-8	13
26	CC(C)CN(C(=O)COC(=O)c1ccc([N+](=O)[O-])s1)c1c(N)n(Cc2ccccc2)c(=O)[nH]c1=O	9	0
27	O=C(NNC(=O)c1ccccc1O)c1ccco1	-10	-8
28	Cc1cc(NC(=O)C(C)Oc2ccc(C(C)(C)C)cc2)no1 (configuration not stated)	-4	11
29	Cc1nc2ccccc2c(=O)n1N	0	-8
30	N#Cc1ccccc1S(=O)(=O)N1CCN(C(=O)[C@H](Cc2ccccc2)NC(=O)c2ccco2)CC1	-1	13
31	CN(C)c1ccc(NC(=O)CSc2n[nH]c(-c3ccncc3)n2)cc1	-2	-3
32	COC(=O)c1cc(NC2c3ccccc3C(=O)N2c2cccnc2)cc(C(=O)OC)c1 (configuration not stated)	8	9
33	Brc1cccc(CNCC2CCCO2)c1 (configuration not stated)	2	7
34	O=c1oc2c(CN3CCOCC3)c(O)c(Cl)cc2c2c1CCC2	22	8
35	CC1=CC(c2ccc(Cl)cc2)n2nc(NC(=O)CCC(=O)O)nc2N1 (configuration not stated)	13	-1
36	CCOC(=O)C1CCN(C(=O)c2cccnc2)CC1	6	-5
37	COc1ccc(CN(C(=O)CSc2nnc(-c3ccccc3C)o2)c2ccc(F)cc2)cc1	-8	11
38	COc1cc2c(cc1OC)CN(CC(=O)Nc1ccc3c(c1)OCO3)CC2	21	-16
39	O=C(CCCOc1ccc(Cl)cc1Cl)N/N=C/c1cccc([N+](=O)[O-])c1	-5	-11
40	O=C(O)c1ccc2nc3c(nc2c1)-c1ccccc1C3=O	-9	1
41	O=C(NC1CCCCC1)c1ccc(-c2ccccc2[N+](=O)[O-])o1	1	-6
42	CN(C(=O)CN1C(=O)c2cc(Cl)c(Cl)cc2C1=O)C1CCS(=O)(=O)C1 (configuration not stated)	8	-3
43	COC(C[C@@H](O)C[C@@H](O)[C@@H](C)OCc1ccccc1)OC	4	-5
44	O=C(Nc1ccc(Br)cc1Br)Nc1cccc2[nH]c([C@@H]3O[C@H](CO)[C@@H](O)[C@H](O)[C@H]3O)nc12	1	8
45	CC(Sc1nc(N)cc(=O)[nH]1)C(=O)NC1CCCCC1 (configuration not stated)	3	-6
46	N/C(=N\OC(=O)CCN1C(=O)c2ccccc2C1=O)c1ccccn1	7	7
47	CC(=O)Nc1ccc(NC(=O)C2CC(=O)N(Cc3ccccc3)C2)cc1 (configuration not stated)	-2	8
48	CCN(CC(=O)NCc1ccc(Cl)cc1)C(=O)/C=C/c1ccc(Cl)c([N+](=O)[O-])c1	-9	6
49	COc1ccc(CNC(=O)COC(=O)CCS(=O)(=O)c2ccc(C)cc2)cc1OC	-3	1
50	CCCOc1ccc(F)cc1-c1cc(C(=O)Nc2ccc(F)c(Cl)c2)[nH]n1	11	2
51	O=[N+]([O-])c1cccc2ccc(N3CCOCC3)nc12	2	-14
52	CCN(CC)S(=O)(=O)c1ccc2c(c1)nc(SC(C)C(N)=O)n2-c1ccc(OC)cc1 (configuration not stated)	3	13
53	O=C(CCc1ccccc1)Nc1ccc(NC(=O)c2ccco2)nc1	3	4
54	O=C(NCCC1=CCCCC1)NC1CCCCC1	-9	-12
55	Cc1ccc(CNC(=O)CN2C(=O)NC3(CCCC3)C2=O)cc1	16	-13
56	Cc1nc(NCc2ccco2)c2cn[nH]c2n1	8	-7
57	O=c1c2ccccc2c(-c2n[nH]c(=S)o2)nn1Cc1ccccc1	-8	12
58	CC(=O)Nc1cccc(C(=O)N/N=C/c2ccc(F)cc2)c1	4	-14
59	O=C(COc1cccc(Br)c1)N/N=C/c1ccc2c(c1)OCCO2	2	3
60	Cc1nc(C(=O)NCc2ccccc2)sc1C1(C)CC(c2cccc([N+](=O)[O-])c2)=NO1 (configuration not stated)	-7	17

Additional records follow:
item	molecule	TAG inh DAPI viability	TAG inh
61	Nc1ccc(C2(c3ccc(N)cc3)OC(=O)c3ccccc32)cc1	-6	10
62	COc1ccccc1N(C)S(=O)(=O)c1ccc(C(=O)Nc2cc(OC)c(OC)c(OC)c2)cc1	-10	19
63	N#Cc1c(NC(=O)c2ccccc2)sc2c1CCC2	8	-2
64	CCCN(CCC)CCNC(=O)C1c2ccccc2C(=O)N2CCc3ccccc3C12 (configuration not stated)	-2	-11
65	CCn1c(NC(=O)c2cccs2)nc2ccccc21	11	-8
66	Cc1ccccc1NC(=O)CSc1nc(N2CCCCC2)nc(N2CCCCC2)n1	10	-2
67	CCCCNc1ccc(C(CC(N)=O)NC(=O)c2cc(C)cc(C)c2)cc1[N+](=O)[O-] (configuration not stated)	1	-17
68	CCc1nc2cc(Cl)c(Cl)cc2nc1CC	-7	3
69	CC1(C(=O)NCCC#N)CCN1C(=O)c1ccccc1CCc1ccccc1 (configuration not stated)	4	-32
70	Cc1ccc(S(=O)(=O)N2CCC(C(=O)Nc3ccccc3N3CCCC3)CC2)c(C)c1	8	-15
71	CCCCCN(C(=O)CCC(=O)OCC(=O)N(C)Cc1ccccc1C)c1c(N)n(CCCC)c(=O)[nH]c1=O	0	16
72	O=C(Cc1ccc(F)cc1)NCCS(=O)(=O)N1CCN(c2ccccc2)CC1	-5	-3
73	O=C(O)c1ccc(OS(=O)(=O)c2cccc(C(F)(F)F)c2)cc1	-3	3
74	COC(=O)/C=C1\NCCNC1=O	-3	8
75	C[C@H](NC(=O)c1[nH]cnc1C(=O)N[C@H](C)c1ccccc1)c1ccccc1	5	-1
76	COc1cc(-c2coc3c(C(=O)Nc4ccc(C(C)C)cc4)cccc23)ccc1O	11	-6
77	O=[N+]([O-])c1ccc(CN2CCN(Cc3c[nH]c4ccccc34)CC2)cc1	8	8
78	CC(=O)Nc1cc2c(c([N+](=O)[O-])c1C)C(C)(C)CC2(C)C	-6	-24
79	COc1ccc(Cn2c(=O)[nH]c3cc(C(=O)NC4CCCC4)ccc3c2=O)cc1	2	-1
80	O=C(NCC1CCCO1)c1ccc(Cn2c(=S)[nH]c3ccccc3c2=O)cc1 (configuration not stated)	-8	13

Quoted at random: 3 records from the list
item	molecule	TAG inh DAPI viability	TAG inh
62	COc1ccccc1N(C)S(=O)(=O)c1ccc(C(=O)Nc2cc(OC)c(OC)c(OC)c2)cc1	-10	19
68	CCc1nc2cc(Cl)c(Cl)cc2nc1CC	-7	3
66	Cc1ccccc1NC(=O)CSc1nc(N2CCCCC2)nc(N2CCCCC2)n1	10	-2

Given field by field: 4 of the compounds above.
(64) CCCN(CCC)CCNC(=O)C1c2ccccc2C(=O)N2CCc3ccccc3C12 (configuration not stated)
  TAG inh DAPI viability: -2; TAG inh: -11
(65) CCn1c(NC(=O)c2cccs2)nc2ccccc21
  TAG inh DAPI viability: 11; TAG inh: -8
(66) Cc1ccccc1NC(=O)CSc1nc(N2CCCCC2)nc(N2CCCCC2)n1
  TAG inh DAPI viability: 10; TAG inh: -2
(67) CCCCNc1ccc(C(CC(N)=O)NC(=O)c2cc(C)cc(C)c2)cc1[N+](=O)[O-] (configuration not stated)
  TAG inh DAPI viability: 1; TAG inh: -17

Additional records.
item	molecule	TAG inh DAPI viability	TAG inh
81	CC(=O)c1ccc(Nc2nc(C(N)Cc3ccc(N)cc3)cs2)cc1 (configuration not stated)	0	19
82	CCCn1c(SCCC(=O)O)nc2ccccc21	1	-12
83	CCc1ccc(N(CC(=O)N2CCOCC2)S(C)(=O)=O)cc1	-11	4
84	COc1ccc2[nH]cc(CCNC(=O)Nc3ccccc3C)c2c1	-13	-28
85	CCOc1ccc(NS(=O)(=O)c2ccc(C(=O)N(C)CC(=O)Nc3ccc(C)cc3)cc2)cc1	2	21
86	COc1ccc(C(=O)Nc2ccc(NC(C)=O)cc2)cc1S(=O)(=O)N1CCCC1	0	-1
87	Cc1noc(C)c1S(=O)(=O)Nc1ccc2c(c1)C(=O)N([C@H](C)CO)C[C@H](C)[C@@H](CN(C)C(=O)Nc1ccccc1)O2	-7	10
88	CC(C)NC(=O)N(C)C[C@H]1Oc2cc(Br)ccc2S(=O)(=O)N([C@H](C)CO)C[C@H]1C	-17	-20
89	CC(=O)c1cccc(OCc2cc(C(=O)N(C)Cc3nccs3)no2)c1	-1	-12
90	N#Cc1ccccc1OCC(=O)OCC(=O)Nc1ccc2c(c1)OCO2	2	1
91	O=[N+]([O-])c1ccc(O)c(C=Nc2cccc3ccccc23)c1	-12	27
92	NC(=O)[C@@H]1CC2(CC(c3cccc(NC(=O)CC(c4ccccc4)c4ccccc4)c3)=NO2)CN1C(=O)c1ccc(Cl)cc1 (some centres not stated)	-7	13
93	Cc1cc(F)ccc1-c1cc(C(=O)NCc2cc(C(F)(F)F)cc(C(F)(F)F)c2)[nH]n1	2	6
94	COc1cc(NC(=O)CN2C(=O)CN(C)C2=O)c(C)cc1[N+](=O)[O-]	2	-1
95	COc1ccc(-c2nnc(C(C)Nc3cccc(C(=O)NC4CC4)c3)o2)cc1 (configuration not stated)	0	-36
96	O=C(NCc1c[nH]c2ccccc12)c1ccccc1	5	-11
97	CC1(C)CC(=O)C(C(C2=C(O)CC(C)(C)CC2=O)c2ccc(Br)s2)C(=O)C1 (configuration not stated)	9	-10
98	CCOC(=O)CC(=O)CSc1nc(CC)c(C)cc1C#N	3	3
99	COC(=O)c1ccc(NC(=O)c2cccc(N3C(=O)CCC3=O)c2)cc1	3	9
100	CCn1c(SCc2cccnc2)nnc1-c1c[nH]c2ccccc12	-7	-2
101	COc1ccc(OC(=O)COc2cccc(C)c2)cc1	-1	-1
102	O=C1/C(=C/c2ccncc2)CCC/C1=C\c1ccncc1	-57	63
103	Cc1nc(SC(C)C(=O)Nc2cccc(C(F)(F)F)c2)c2c(C)c(C(=O)O)sc2n1 (configuration not stated)	0	-1
104	COCCOC(=O)C1=C(C)NC(=O)NC1c1c(OC)ncnc1OC (configuration not stated)	5	8
105	Cc1ccc(S(=O)(=O)Nc2c(C)cc([N+](=O)[O-])cc2C)cc1	5	1
106	COc1ccc2c(c1)CCC1(C)CC(=O)C(Br)=C21 (configuration not stated)	85	-3
107	c1ccc(OCCCn2ccnc2)cc1	4	-11
108	O=C(CN1CCN(c2ccccn2)CC1)Nc1cc(C(F)(F)F)ccc1Cl	7	-38
109	CC(=O)c1ccc(N2CCN(C(=O)CCCn3c(=S)[nH]c4cc5c(cc4c3=O)OCO5)CC2)cc1	16	-1
110	COc1cc(C=NOC(=O)Nc2ccccc2)cc(OC)c1OC	2	9
111	Cn1c(=O)c2cc(NC(=O)CCc3cccnc3)ccc2n1Cc1cccc(C(F)(F)F)c1	16	-9
112	Cc1ccc(NC(=O)CSc2nnc(NC3CC3)s2)cc1S(=O)(=O)N1CCOCC1	-2	12
113	N/C(=N\OS(=O)(=O)c1ccc2ccccc2c1)c1ccccn1	-8	8
114	Oc1ccc(Br)cc1/C=N/N1CCN(Cc2cccc3ccccc23)CC1	17	-9
115	CCCCNC(=O)C1(C)CCN1C(=O)c1ccc(F)cc1Cl (configuration not stated)	7	-16
116	COc1ccc2cc(C#N)c(SCC(=O)N3CC(=O)Nc4ccccc43)nc2c1	29	12
117	O=C(NCCN1CCOCC1)c1cccc(S(=O)(=O)Nc2ccc(Br)cc2)c1	4	0
118	CCOCCCNC(=S)N1CCC(NC(=O)C2CCCCC2)CC1	-1	-9
119	O=C(c1ccco1)N1CCN(Cc2cccnc2)CC1	-6	-10
120	Cc1ccc(S(=O)(=O)N[C@H](C(=O)N2CCC(C(=O)NCC(=O)O)CC2)C(C)C)cc1	-3	-12

Compound activity: PubChem BioAssay, Sanford-Burnham Center for Chemical Genomics
